TWEAK Fn14 block: blocks TWEAK-Fn14 interaction in a reporter cell assay; TWEAK-stimulated Fn14 reporter cells, luciferase luminescence, 8 h; inhibition, % at 10 µM; 360,000 compounds, 2% hits; in the data active = inhibition above about 50%
LMP1 NFkB inh: reduces LMP1-driven NF-kappaB luciferase signal; AID 504558; 350,000 compounds, 0.69% hits; LMP1-induced NF-kappaB luciferase reporter cells, luminescence; inhibition, % at 12.5 µM; in the data active = inhibition above about 41%;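 also: 0% = neutral control wells and 100% = reference inhibitor control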
Shn3 inh set2: reduces Shn3 3'UTR luciferase signal in osteoblasts; Clone20 osteoblast Shn3 3'UTR firefly luciferase, 24 h; inhibition, % at 12.5 µM; AID 588674; 360,000 compounds, 0.52% hits;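 active = mean inhibition of at least 75% with every replicate also reaching 75%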;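 also: 0% = median of neutral control wells and 100% = pilot-screen positive control compound; some compounds past the cut are filed as inactive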
NR2F2 inh: blocks human COUP-TFII nuclear receptor; P24468; HEK293T NGFI-A luciferase reporter, luminescence; inhibition, % at 8.6 µM; 370,000 compounds, 0.7% hits; AID 686940;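 active = inhibition above a per-plate cutoff, mean inhibition of test wells between control levels plus 3 SD, cut at about 38% in these data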;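 also: cells cotransfected with COUP-TFII expression vector driving the NGFI-A reporter; 0% = median of COUP-TF2 test wells and 100% = reporter-only cells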
C8 TRAIL sens: sensitizes caspase-8 expressing cells to TRAIL | NB7+C8 cells + TRAIL, ATPlite viability luminescence | inhibition (viability loss, TRAIL sensitization), % at 10 µM | 360,000 compounds, 1% hits;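 active = compounds causing at least 50% loss of cell viability in the single-dose screen, relative to plate controls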
NCOA1 inh: inhibitors of human steroid receptor coactivator 1 (SRC1); 360,000 compounds, 0.12% hits; inhibition, % at 3.6 µM; Q15788; HEK293 GAL4-SRC1 luciferase reporter, luminescence;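 active = inhibition above the campaign mean plus 3 SD, with each screening campaign given its own cutoff, cut at about 60% in these data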;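 also: 0% = DMSO treated cells and 100% = gossypol at 36 µM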
Target sequence (Q15788 whole entry, looked up, the tested form may be a part): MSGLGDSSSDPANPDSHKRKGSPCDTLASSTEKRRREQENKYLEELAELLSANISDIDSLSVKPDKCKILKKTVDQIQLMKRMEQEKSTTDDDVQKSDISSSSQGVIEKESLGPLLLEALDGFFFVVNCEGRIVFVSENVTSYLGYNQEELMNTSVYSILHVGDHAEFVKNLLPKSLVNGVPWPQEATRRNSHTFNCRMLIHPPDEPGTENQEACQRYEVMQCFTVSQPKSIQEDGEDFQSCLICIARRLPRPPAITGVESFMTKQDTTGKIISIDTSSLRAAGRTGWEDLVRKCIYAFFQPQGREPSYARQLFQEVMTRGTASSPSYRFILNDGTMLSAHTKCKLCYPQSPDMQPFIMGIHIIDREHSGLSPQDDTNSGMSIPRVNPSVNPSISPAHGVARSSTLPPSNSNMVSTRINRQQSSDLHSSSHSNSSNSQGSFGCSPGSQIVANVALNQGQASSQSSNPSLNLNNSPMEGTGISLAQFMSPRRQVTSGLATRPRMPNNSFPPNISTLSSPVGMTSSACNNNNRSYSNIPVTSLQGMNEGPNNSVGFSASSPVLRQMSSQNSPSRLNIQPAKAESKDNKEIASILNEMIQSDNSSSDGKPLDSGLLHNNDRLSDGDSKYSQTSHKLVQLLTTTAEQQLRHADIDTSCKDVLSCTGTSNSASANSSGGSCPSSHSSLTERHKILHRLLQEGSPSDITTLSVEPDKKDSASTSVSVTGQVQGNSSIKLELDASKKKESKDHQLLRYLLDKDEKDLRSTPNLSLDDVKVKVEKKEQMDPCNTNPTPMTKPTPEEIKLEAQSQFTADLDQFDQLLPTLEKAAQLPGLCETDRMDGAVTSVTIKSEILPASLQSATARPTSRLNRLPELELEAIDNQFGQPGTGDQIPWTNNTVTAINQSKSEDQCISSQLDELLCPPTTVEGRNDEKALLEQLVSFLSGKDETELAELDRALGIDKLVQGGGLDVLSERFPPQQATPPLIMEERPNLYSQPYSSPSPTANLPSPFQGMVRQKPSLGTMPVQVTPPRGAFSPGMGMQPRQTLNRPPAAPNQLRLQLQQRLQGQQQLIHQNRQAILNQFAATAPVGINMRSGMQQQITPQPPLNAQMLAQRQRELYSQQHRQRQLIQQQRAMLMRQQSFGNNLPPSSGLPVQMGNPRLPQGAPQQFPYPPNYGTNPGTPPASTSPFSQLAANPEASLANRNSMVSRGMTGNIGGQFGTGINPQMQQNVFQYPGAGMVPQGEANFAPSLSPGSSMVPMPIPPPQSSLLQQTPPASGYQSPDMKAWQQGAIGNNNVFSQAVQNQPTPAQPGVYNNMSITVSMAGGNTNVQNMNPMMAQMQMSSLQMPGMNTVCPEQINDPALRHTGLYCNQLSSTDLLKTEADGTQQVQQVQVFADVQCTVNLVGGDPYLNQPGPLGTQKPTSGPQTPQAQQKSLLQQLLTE
CF NFkB inh: blocks PAF-induced NF-kB reporter in cystic fibrosis cells; KKLEB NF-kB-GFP reporter, GFP fluorescence overnight; inhibition, % at 5 µM; 360,000 compounds, 0.86% hits;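 active = at least 50% inhibition at 5 µM, scaled per plate between neutral and stimulator controls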;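 also: PAF is a Pseudomonas aeruginosa culture filtrate used as stimulus; plate controls were PAF-stimulated DMSO wells for no effect and unstimulated DMSO wells for full effect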
NCOA3 inh: inhibits human SRC3 coactivator | inhibition, % at 3.6 µM | AID 588352 | HEK293 GAL4-SRC3 luciferase reporter, luminescence | 360,000 compounds, 0.17% hits;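 active = inhibition above a per-campaign cutoff, the mean of all compounds plus 3 SD, cut at about 60% in these data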;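 also: 0% = DMSO-treated cells and 100% = gossypol-treated cells at 36 µM; higher means less SRC3-driven luciferase light from the GAL4 reporter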
KKLEB tox: CF airway cell cytotoxicity counter-screen; KKLEB CF airway cells viability, ATPlite luminescence, overnight; active compounds read low; cells stimulated with P. aeruginosa culture filtrate; activity change (cytotoxicity), % at 5 µM; 360,000 compounds, 0.36% hits;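 active = corrected activity change at or below -50% at 5 µM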
NR5A2 inv ag: inverse agonists of human LRH-1 (NR5A2) | O00482 | HEK293T StAR-luciferase reporter, LRH-1 transfected, 24 h | inhibition, % at 3.6 µM | 360,000 compounds, 0.13% hits | AID 602396;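 active = inhibition above the mean inhibition of all tested compounds plus 3 SD, cut at about 73% in these data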;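 also: 0% = DMSO wells and 100% = reporter-only cells lacking LRH-1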
TROY NFkB inh: blocks TROY-dependent signaling in reporter cells. Q293 LMP1-TROYcd NF-kB luciferase reporter, 4 h. inhibition, % at 10 µM. 360,000 compounds, 0.98% hits. AID 1347056;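 active = compounds whose plate-normalised and pattern-corrected inhibition of the luciferase reporter signal at the single screening dose is 50% or more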
Numbers without * were called inactive; x = not tested or not shown. Not all compounds are listed, so the mix of outcomes need not match the whole.

SMILES	TWEAK Fn14 block	LMP1 NFkB inh	Shn3 inh set2	NR2F2 inh	C8 TRAIL sens	NCOA1 inh	CF NFkB inh	NCOA3 inh	KKLEB tox	NR5A2 inv ag	TROY NFkB inh
O=C(c1cc2ccccc2o1)N1CCN(c2cccc(Cl)c2)CC1	-15	3	5	20	5	5	0	-8	1	3	-10
COc1ccc(CCNC(=O)c2cc(S(=O)(=O)N3CCCCC3)c[nH]2)cc1OC	-1	2	13	13	-7	-3	24	-21	0	-21	11
O=C(O)CCCCCNC(=O)c1ccccc1Br	16	10	-23	-2	-5	-15	-5	2	-4	-33	0
Cc1cc(OCC(=O)c2cccc(C(F)(F)F)c2)n2cnnc2n1	-26	6	3	-7	0	3	8	19	-3	12	-5
Cc1nc2sccn2c1-c1csc(NCc2ccccc2)n1	-28	3	68	38*	13	17	24	17	-10	18	18
C[C@@H]1CN(S(=O)(=O)C(C)(C)C)[C@@H](CCO)/C1=C\c1ccccc1	12	-9	-2	5	-14	-6	18	-13	3	-1	0
COc1ccc(COCC(O)CN2CCN(S(=O)(=O)c3ccc(C(C)C)cc3)CC2)cc1 (stereo not drawn)	-1	-2	0	14	-7	6	8	14	-4	9	-22
COCCCNc1ccn2nc(-c3ccc(Cl)cc3)cc2n1	4	x	-10	-50	-9	-88	7	-103	0	-132	-5
COCCn1c(=O)[nH]c2cc(C(=O)NCc3ccccc3)ccc2c1=O	10	-2	8	-2	-6	7	-44	9	8	0	-2
Cn1c(NC(=O)c2cc(Cl)ccc2Cl)cc(=O)n(C)c1=O	-28	-4	-5	17	-11	-22	-15	-4	22	5	-14
COc1cc(C2C(C(=O)c3ccc(C)o3)=C(O)C(=O)N2CCN2CCOCC2)ccc1OCCC(C)C (stereo not drawn)	-6	0	8	-6	6	-51	-25	8	16	-23	14
c1ccc(COc2ncnc3c2ncn3CCCNCc2ccc3c(c2)OCO3)cc1	3	-4	-3	-23	5	-1	4	-1	-13	3	14
COc1ccc(NC(=O)/C(C#N)=C\c2ccc(N3CCOCC3)o2)cc1	-35	-13	-38	-25	65*	-75	-100	-66	-7	-64	-44
O=C(Oc1cccc([N+](=O)[O-])c1)C1CCN(C(=O)c2ccc(F)cc2)CC1	5	9	-12	1	-15	-42	0	13	0	3	7
CC(C)CC(C(=O)Nc1oc(-c2ccco2)c(-c2ccco2)c1C#N)N1C(=O)c2ccccc2C1=O (stereo not drawn)	-2	-2	-2	-11	6	-10	-7	-11	13	-3	-10
CC1=C(C(=O)N2CCOCC2)CC(CC(=O)NCc2cccc3ccccc23)C(=O)N1CCCN1CCCC1=O (stereo not drawn)	-3	-4	-18	4	2	6	-5	1	-1	4	-5
COc1ccc(OC)c(C2Nc3ccccc3NC3=C2C(=O)CC(C)(C)C3)c1 (stereo not drawn)	-4	8	-6	-6	-9	-25	7	12	12	8	-3
COc1ccc(CNC(=O)C(C)Sc2ccc(C)cc2)cc1 (stereo not drawn)	-23	-2	-6	-5	4	12	2	-1	-4	9	-10
CC(=O)N1CCN(C(=O)c2ccc(NS(=O)(=O)c3cc(C)ccc3C)cc2)CC1	0	0	-7	7	10	-2	6	4	10	-20	7
O=C(NC(=S)Nc1ccc(NC(=O)c2cccs2)cc1)c1ccco1	-2	6	17	4	-4	-8	-8	-10	5	5	-6
COc1ccc(CCNC(=O)c2ccc(C)s2)cc1OC	-26	-7	9	10	4	-3	6	-1	-8	12	-8
CC(Sc1nnc(-c2ccccc2)c(-c2ccccc2)n1)C(=O)N1CCc2ccccc21 (stereo not drawn)	-15	-7	24	-5	6	-12	4	-5	-1	9	14
CCN1CCc2c(sc(NC(=O)C3CCCCC3)c2C(=O)OC)C1	-16	-13	-8	-10	-6	5	-4	6	9	-24	-10
COc1ccccc1-c1cc(-c2ccccc2)nc(SCC(=O)O)c1C#N	12	1	-10	-25	-14	-22	-4	6	-1	12	6
O=C(CN1CCOCC1)OCCCC1CCCCC1	-4	7	-21	-13	-2	-6	11	-7	-3	-5	-14
CCC(Nc1ccc(OC)cc1)C(=O)N/N=C/c1ccc([N+](=O)[O-])cc1 (stereo not drawn)	-29	6	-3	19	4	-12	-22	-10	-12	5	-23
CCc1cccc(CC)c1NC(=O)COC(=O)c1ccc(F)c(S(=O)(=O)N(CC)CC)c1	-12	-2	-6	-1	-6	11	-1	9	11	6	5
Cc1cccc(C(=O)Nc2ccc(C(=O)N3CCCCC3C)cc2)c1 (stereo not drawn)	-7	-4	0	-22	-2	-12	-38	-13	8	-13	-16
CCOc1ccc(-c2c(C(=O)N/N=C/c3ccco3)nnn2-c2nonc2N)cc1	14	-7	-7	11	-16	5	-8	-6	14	-6	8
Cc1c(Cl)cccc1NC(=O)CN1CCC(C(O)(c2ccccc2)c2ccccc2)CC1	2	5	4	15	-7	3	19	6	-21	0	0

Complete entries as entered above. Order of values: TWEAK Fn14 block | LMP1 NFkB inh | Shn3 inh set2 | NR2F2 inh | C8 TRAIL sens | NCOA1 inh | CF NFkB inh | NCOA3 inh | KKLEB tox | NR5A2 inv ag | TROY NFkB inh
CC1=C(C(=O)N2CCOCC2)CC(CC(=O)NCc2cccc3ccccc23)C(=O)N1CCCN1CCCC1=O (stereo not drawn) reads -3 | -4 | -18 | 4 | 2 | 6 | -5 | 1 | -1 | 4 | -5
O=C(NC(=S)Nc1ccc(NC(=O)c2cccs2)cc1)c1ccco1 reads -2 | 6 | 17 | 4 | -4 | -8 | -8 | -10 | 5 | 5 | -6

Other compounds.
SMILES	TWEAK Fn14 block	LMP1 NFkB inh	Shn3 inh set2	NR2F2 inh	C8 TRAIL sens	NCOA1 inh	CF NFkB inh	NCOA3 inh	KKLEB tox	NR5A2 inv ag	TROY NFkB inh
COc1cccc(N(Cc2nnc3n2CCCCC3)C(=O)Nc2ccccc2F)c1	6	-8	-2	-1	-6	-5	-2	-10	8	4	7
Cn1c(=O)c2cc(NC(=S)NC3CCCCC3)ccc2n1-c1ccccc1	-18	x	12	-18	9	15	0	-4	-10	-15	1
CCOC(=O)C(NS(=O)(=O)c1ccccc1)(C(F)(F)F)P(=O)(OC(C)C)OC(C)C (stereo not drawn)	6	-2	-4	15	-7	-6	4	-6	0	6	9
CC(C)NC(=O)N1Cc2cc(C(=O)NC3CCC3)nc(-c3cccc(-c4cncnc4)c3)c2[C@H]1CCO	-5	x	x	-18	-1	x	x	x	x	-1	-10
Cc1ccc(S(=O)(=O)N2CCOCC2)cc1C(=O)Nc1cccc(C(=O)NC2CC2)c1	-5	3	-18	-4	-7	-12	1	-4	0	19	6
Cc1csc(=NC(=O)c2ccccc2)n1Cc1ccco1	-4	0	-2	-12	-14	-21	-11	-4	0	-1	-18
COc1ccc(Cc2nnc(SCC(=O)N3CCCC3)o2)cc1	3	-3	-11	8	-3	-22	7	7	-10	0	17
O=C(NCCc1ccccn1)c1ccc(OC2CCN(Cc3ccccn3)CC2)cc1	29	-9	-18	6	-4	-41	8	-15	7	-13	49
Cc1cc(C(=O)OCC(=O)NC2CCCC2)c2ccccc2n1	0	0	4	8	8	-10	-10	4	-4	-2	11
COc1cccc(C(=O)N2CCN(C(=O)C3CCCO3)CC2)c1 (stereo not drawn)	4	-1	-7	17	-9	-16	13	9	-22	-24	3
CC(=O)N1CCN(c2ccc(NC(=O)c3ccc(Cl)c(Cl)c3)cc2)CC1	3	2	-9	-12	-16	10	-3	8	-5	-11	7
CCOc1ccc(NC(=O)NC2CCCCCCC2)cc1	-12	-25	-62	-40	20	-97	12	-61	-5	-152	-43
COc1cccc(COc2nc3c(c(=O)n(C)c(=O)n3C)n2C)c1	-16	-2	-7	-9	36	-5	-18	-24	14	-1	-8
C[C@@H]1CCC(=O)N(C[C@@H](C)CSc2ccc(Br)cc2)CC1	-40	-7	5	11	9	5	19	0	-9	-14	-1
CCCSc1nc2c(cnn2-c2ccc(C)cc2)c(=O)[nH]1	-22	11	1	-5	0	-22	22	-2	-6	7	4
CCOC(=O)C(Cc1ccccc1)C(=O)Nc1cccc(C)c1 (stereo not drawn)	-11	0	-18	9	-7	8	4	9	2	15	-3
CN(C(=O)c1ccc(OC2CCN(C(=O)c3cccnc3)CC2)cc1)C1CCCCC1	-2	1	3	12	1	-3	-5	20	3	-9	14
CCN1C(=O)[C@H]2[C@@H](c3ccc(-c4ccc(F)cc4)c(OC)c3)N[C@@](C)(C(=O)OC)[C@H]2C1=O	3	-2	14	0	-2	-10	-22	-31	-3	-17	-1
COCCNC(=O)C1CC(=O)N(C2CCCCC2)C1 (stereo not drawn)	6	5	-17	8	9	-12	-6	3	-6	-1	1
COc1cccc(/C=C/C(=O)Oc2ccc(C(=O)c3ccc(F)cc3)cc2)c1	3	-3	1	-14	-9	-6	2	4	8	10	-19
O=c1c2ccccc2nnn1COc1ccc(F)cc1Cl	-33	-10	-3	-9	-3	-7	-12	-6	12	-13	2
COc1nnc(-c2ccc(N3CCCCC3)c(N)c2)c2ccccc12	15	5	74	-4	-6	5	-8	-31	8	-23	-15
Cc1cc(C)c2oc(=O)cc(CN3CCOCC3)c2c1	-7	-5	5	-2	9	-3	3	-18	-2	-10	-18
C=CCn1c(=S)[nH]c2sccc2c1=O	3	2	-18	-23	1	-2	-22	2	1	7	10
CN(C(=O)c1ccc(NC(=O)Cc2cccc(NC(=O)C3CCCN(C(=O)C4CCC4)C3)c2)cc1)C1CCCC1 (stereo not drawn)	-6	2	4	9	5	-7	-26	-13	2	-8	-8
CCOC(=O)c1sc2nc(C)n(CC(=O)NCC3CCCO3)c(=O)c2c1C (stereo not drawn)	7	-4	15	-7	-2	7	7	15	9	-14	1
CCOc1ccc(C2C(C(=O)c3ccco3)=C(O)C(=O)N2CCN2CCOCC2)cc1 (stereo not drawn)	-11	-2	2	1	4	1	-10	-12	4	-21	-7
COC(=O)c1sccc1NC(=O)COc1ccc(F)cc1Cl	-14	-14	-40	12	4	-42	-2	-34	-2	-19	-22
O=c1[nH]c2ccc(Br)cc2o1	-3	-1	2	-8	-11	-1	-8	-1	-4	8	-30
Cc1cccc(N2CCN(C(=O)Cn3c(=O)[nH]c4ccsc4c3=O)CC2C)c1 (stereo not drawn)	-22	-14	18	4	40	9	21	26	-9	-21	29
CCCCC(=O)OCC(=O)Nc1cccc(S(=O)(=O)NC2=NCCCCC2)c1	-17	-3	15	5	-3	-3	-1	0	0	1	2
CCN1CCCC1CNC(=O)c1cc2c(-c3ccc(Cl)cc3)nn(C)c2s1 (stereo not drawn)	-34	-89	-4	x	11	-3	-14	-38	-17	7	-22
NC(=O)c1cc(Br)cc2c3c([nH]c12)CCCC3	34	-5	0	5	-7	-14	18	-5	-30	-35	-19
O=C(Nc1ccc(O)cc1)c1ccc2c(c1)C(=O)N(Cc1ccco1)C2=O	5	4	2	0	-12	0	4	6	6	9	-9
CCc1ccc(OCC(=O)OCC(=O)c2c(N)n(C)c(=O)n(C)c2=O)cc1	-13	-7	-19	4	-5	-10	-4	0	-7	9	5
O=C(NCc1cccs1)c1cccc(Nc2nc3ccc(Br)cc3[nH]2)c1	-1	3	-13	-2	-4	-7	-7	-14	-14	-16	28

Bioassay records (PubChem BioAssay)
